All columns: NCI-60 one-dose screen, growth in % after 48 h at 10 µM unless noted; 100 = growth as untreated, 0 = no growth, -100 = all killed.
LOX IMVI: LOX IMVI melanoma; AID 1794757; 7.4% of 79,000 active
HS 578T: HS 578T breast cancer; 4.1% of 78,000 active; AID 1794788
SK-MEL-28: SK-MEL-28 melanoma; 4.1% of 81,000 active; AID 1794761
MDA-MB-468: MDA-MB-468 breast cancer. 8.5% of 78,000 active. AID 2202374
MDA-MB-231: MDA-MB-231 breast cancer; 5% of 81,000 active; AID 1794789
T-47D: T-47D breast cancer; 5% of 79,000 active; AID 1794792
MCF7: MCF7 breast cancer; 6.3% of 82,000 active; AID 1794796
BT-549: BT-549 breast cancer; AID 1794793; 4.4% of 78,000 active
Active calls of the source: *; & = joins results of further samples. How the source made its calls: active means growth percent below 10; inactive means the rest.

For Cc1ccnc(NS(=O)(=O)c2ccc(N)cc2)n1 the results were LOX IMVI 91&103, HS 578T 99&109, SK-MEL-28 104&114, MDA-MB-468 87&97, MDA-MB-231 105&116, T-47D 93, MCF7 93&108 and BT-549 103&109.
For Cc1cc([N+](=O)[O-])cc(C)c1OC(=O)c1ccc(N=C(N)N)cc1 the results were LOX IMVI 94, HS 578T 90, SK-MEL-28 98, MDA-MB-468 74, MDA-MB-231 82, T-47D 84, MCF7 87 and BT-549 65.
N#Cc1nc(C(c2ccccc2)c2ccccc2)oc1NCCN1CCCCC1 was read as LOX IMVI 100, HS 578T 91, SK-MEL-28 94, MDA-MB-468 83, MDA-MB-231 104, T-47D 76, MCF7 93 and BT-549 86.
Screening CC(=O)CC[C@H]1C(=O)N[C@@H](C(C)C)C(=O)N[C@@H](Cc2cc(O)cc(F)c2)C(=O)N2CCC[C@H](N2)C(=O)O[C@H](/C(C)=C/C=C/C(=O)OC(C)(C)C)C/C=C/C=C/[C@H](O)[C@H](C)[C@H]1O returned LOX IMVI 49, HS 578T 56, SK-MEL-28 59, MDA-MB-468 15, MDA-MB-231 48, T-47D 55, MCF7 48 and BT-549 40.
`CO[C@@H]1[C@@H](O[C@@H]2O[C@H](C)[C@@H](O[C@H]3C[C@@](C)(O)[C@H](O)[C@H](C)O3)[C@H](N(C)C)[C@H]2O)[C@@H](CC=O)C[C@@H](C)[C@@H](O[C@H]2CC[C@H](N(C)C)[C@@H](C)O2)/C=C/C=C/C[C@H](C)OC(=O)C[C@H]1O` gave LOX IMVI 95, HS 578T 73, SK-MEL-28 110, MDA-MB-468 99, MDA-MB-231 98, T-47D 109 and BT-549 110.
`Cc1ccc(C(SCC(N)C(=O)O)(c2ccc(C)cc2)c2ccc(C)cc2)cc1` (stereo not drawn) gave LOX IMVI 41, HS 578T -15*, SK-MEL-28 57, MDA-MB-231 1.4*, T-47D 27 and MCF7 9.1*.
CN1CCN(CCc2cc3c(cc2Cl)N(Cc2ccc(-c4ccccc4C#N)cc2)C(=O)C3)CC1 was read as LOX IMVI 88, HS 578T 93, SK-MEL-28 86, MDA-MB-468 64, MDA-MB-231 80, T-47D 84, MCF7 78 and BT-549 102.
For COc1ccc(C(=O)/C=C/c2c(Cl)nc3c(c(C)nn3-c3ccccc3)c2-c2ccc(Br)cc2)cc1 the results were LOX IMVI 96, HS 578T 113, SK-MEL-28 106, MDA-MB-468 103, MDA-MB-231 105, T-47D 100, MCF7 97 and BT-549 98.
Screening CCOC(=O)c1cc(-c2cccc3ccccc23)nc2ccccc12 returned HS 578T 104, SK-MEL-28 132, MDA-MB-468 103, MDA-MB-231 107, T-47D 104, MCF7 107 and BT-549 108.
Nc1ccccc1-c1cc2c(c3c1[nH]c1ccccc13)CCCCCCC2 was read as LOX IMVI 90, HS 578T 104, SK-MEL-28 104, MDA-MB-468 108, MDA-MB-231 90, T-47D 91, MCF7 83 and BT-549 99.
`CC1(C)CCC(C)(C)C2CC3C(CC21)C(C)(C)CCC3(C)C` (stereo not drawn) gave LOX IMVI 104, HS 578T 125, SK-MEL-28 114, MDA-MB-468 125, MDA-MB-231 99, T-47D 105, MCF7 102 and BT-549 100.
CC(C)N(CCOC(=O)c1cc(I)c(-c2ccccc2)cc1O)C(C)C was read as LOX IMVI 104, HS 578T 104, SK-MEL-28 111, MDA-MB-468 101, MDA-MB-231 119, T-47D 92 and MCF7 94.
Screening O=C1c2cc3c(cc2-c2c1c1cc(Cl)c(Cl)cc1c(=O)n2C[C@H](O)CO)OCO3 returned LOX IMVI -71*, HS 578T 33, SK-MEL-28 0.5*, MDA-MB-468 -54*, MDA-MB-231 0.1*, T-47D -20*, MCF7 -0.4* and BT-549 -10*.
Screening Nc1oc2ccc(Cl)cc2c(=O)c1-c1ccc(Cl)cc1 returned LOX IMVI 99, HS 578T 108, SK-MEL-28 101, MDA-MB-231 120, T-47D 91, MCF7 73 and BT-549 91.
Screening CC(C)CCNC(=O)/C=C/Cn1ccc2ccccc2c1=O returned LOX IMVI 100, HS 578T 104, SK-MEL-28 110, MDA-MB-468 96, MDA-MB-231 102, MCF7 107 and BT-549 104.
`O=C1C[C@H](N2C(=O)c3ccccc3S2(=O)=O)C2CO[C@@H]1O2` gave LOX IMVI 19, HS 578T 102, SK-MEL-28 66, MDA-MB-468 80, MDA-MB-231 110, T-47D 54 and MCF7 23.
Screening COc1cccc(/C=C2\Oc3cc(O)ccc3C2=O)c1 returned LOX IMVI 96, HS 578T 108, SK-MEL-28 108, MDA-MB-468 119, MDA-MB-231 138, MCF7 108 and BT-549 80.
For Fc1cc(COC2CCN(Cc3ccc4[nH]ncc4c3)CC2)ccc1Cl the results were LOX IMVI 66, HS 578T 92, SK-MEL-28 96, MDA-MB-468 26, MDA-MB-231 85, T-47D 61, MCF7 55 and BT-549 84.
`COc1cc(-c2nc(-c3ccc(-c4nc5ccc(Cl)cc5[nH]4)cc3)no2)cc(OC)c1OC` gave LOX IMVI 89, HS 578T 89, SK-MEL-28 107, MDA-MB-468 102, MDA-MB-231 99, T-47D 96, MCF7 88 and BT-549 94.
Screening CO[C@H]1/C=C/O[C@@]2(C)Oc3c(C)c(O)c4c(O)c(c(/C=N/N5C(C)CN(Cc6ccccc6)CC5C)c(O)c4c3C2=O)NC(=O)/C(C)=C\C=C\[C@H](C)[C@H](O)[C@@H](C)[C@@H](O)[C@@H](C)[C@H](OC(C)=O)[C@@H]1C (stereo partly drawn) returned LOX IMVI 76, HS 578T 85, SK-MEL-28 94, MDA-MB-468 65, MDA-MB-231 102, T-47D 81, MCF7 45 and BT-549 125.
Screening COc1ccc(Cl)cc1Nc1nc(C(F)(F)F)ccc1C(=O)N/N=C/c1ccc([N+](=O)[O-])cc1 returned LOX IMVI -33*, HS 578T 3.2*, SK-MEL-28 23, MDA-MB-231 -15*, T-47D 7.1*, MCF7 -8.6* and BT-549 19.
`Cn1c(=O)c2[nH]c(/N=N/SCCC(=O)O)nc2n(C)c1=O` gave LOX IMVI 101, HS 578T 98, SK-MEL-28 105, MDA-MB-468 120, MDA-MB-231 106, T-47D 85, MCF7 99 and BT-549 94.
For COc1cc(/C=C/C(=O)/C=C/c2cc(OC)c3c(c2)OCO3)cc2c1OCO2 the results were LOX IMVI 54, HS 578T 103, SK-MEL-28 119, MDA-MB-468 76, MDA-MB-231 80, T-47D 89, MCF7 20 and BT-549 84.
Screening CC(C(O)C(F)(F)F)[N+](C)(C)C (stereo not drawn) returned LOX IMVI 97, HS 578T 86, SK-MEL-28 115, MDA-MB-468 90, MDA-MB-231 104, T-47D 96, MCF7 86 and BT-549 87.
`CC(C)COC(=O)c1ccccc1` gave LOX IMVI 99, HS 578T 106, SK-MEL-28 108, MDA-MB-468 103, MDA-MB-231 117, MCF7 94 and BT-549 104.
`c1ccc2sc(SCCCCn3ccnc3)nc2c1` gave LOX IMVI 96, HS 578T 93, SK-MEL-28 104, MDA-MB-468 31, MDA-MB-231 96, T-47D 79, MCF7 97 and BT-549 104.
CC(C)COC(=O)c1ccc(NC(=O)CNCc2ccccc2)cc1 was read as LOX IMVI 99, HS 578T 102, SK-MEL-28 116, MDA-MB-468 105, MDA-MB-231 99, T-47D 93, MCF7 97 and BT-549 104.
`COC(=O)[C@]12CC[C@@H](C)[C@H](C)[C@H]1C1=CC[C@@H]3[C@@]4(C)C/C(=C/c5ccccc5)C(=O)C(C)(C)[C@@H]4CC[C@@]3(C)[C@]1(C)CC2` gave LOX IMVI 97, HS 578T 111, SK-MEL-28 103, MDA-MB-468 99, MDA-MB-231 108, T-47D 90, MCF7 87 and BT-549 106.
For Cc1cc(O)ccc1N=Nc1ccccc1 the results were LOX IMVI 92, HS 578T 109, SK-MEL-28 112, MDA-MB-468 84, MDA-MB-231 96, T-47D 81, MCF7 89 and BT-549 92.
Screening CCC1(c2ccccc2)C(=O)Nc2ccc(C)cc21 (stereo not drawn) returned LOX IMVI 96, HS 578T 104, SK-MEL-28 113, MDA-MB-468 88, MDA-MB-231 110, T-47D 110, MCF7 98 and BT-549 124.
COc1ccc(C(=O)/C=C/c2c(Cl)nc3c(c(C)nn3-c3ccccc3)c2-c2ccc(Cl)cc2)cc1 was read as LOX IMVI 98, HS 578T 115, SK-MEL-28 107, MDA-MB-468 108, MDA-MB-231 107, T-47D 105, MCF7 100 and BT-549 100.
For Cc1ccc(Nc2nc(N)nc(N)c2N)cc1C the results were LOX IMVI 94, HS 578T 114, SK-MEL-28 108, MDA-MB-468 106, MDA-MB-231 79, T-47D 97 and MCF7 97.
Screening [O-][n+]1onc(-c2csc(-n3nc(-c4ccccc4)cc3-c3ccccc3)n2)c1-c1ccccc1 returned LOX IMVI 97, HS 578T 93, SK-MEL-28 104, MDA-MB-468 112, MDA-MB-231 92, T-47D 79, MCF7 95 and BT-549 97.
For CCN(CC)CCOc1ccc(N)cc1 the results were LOX IMVI 106, HS 578T 105, SK-MEL-28 103, MDA-MB-468 111, MDA-MB-231 118, T-47D 107, MCF7 101 and BT-549 102.
Screening CCCCCCCCCCCCCCCCNC(=O)C(C)O (stereo not drawn) returned LOX IMVI 93, HS 578T 105, SK-MEL-28 105, MDA-MB-468 104, MDA-MB-231 101, T-47D 79, MCF7 95 and BT-549 104.
`O=S(=O)(Nc1cc(Cl)ccc1Cl)c1ccc(-c2cnc(C3CC3)o2)cc1` gave LOX IMVI 36, HS 578T -2.4*, SK-MEL-28 63, MDA-MB-231 65, T-47D 29, MCF7 13 and BT-549 40.
`O=C(NS(=O)(=O)c1ccccc1)c1ccc2c(c1)nc(-c1ccccc1)n2C1CCCCC1` gave LOX IMVI 93, HS 578T 112, SK-MEL-28 103, MDA-MB-468 118, MDA-MB-231 102, T-47D 77, MCF7 94 and BT-549 101.
Sc1cccc2c(S)cccc12 was read as LOX IMVI 97, HS 578T 104, SK-MEL-28 117, MDA-MB-468 101, MDA-MB-231 103, T-47D 101, MCF7 102 and BT-549 115.
CC1(C)CC(=O)C2=C(C1)N(c1ccc(F)cc1F)C(N)=C(C#N)C2c1ccccc1Br (stereo not drawn) was read as LOX IMVI 69, HS 578T 93, SK-MEL-28 107, MDA-MB-468 92, MDA-MB-231 95, T-47D 112, MCF7 90 and BT-549 98.
For NS(=O)(=O)c1ccc(Nc2cc(-c3ccccc3)nc(SCC(=O)c3ccccc3)n2)cc1 the results were LOX IMVI 98, HS 578T 107, SK-MEL-28 104, MDA-MB-468 99, MDA-MB-231 93, T-47D 98, MCF7 90 and BT-549 98.
For Cn1c(=O)c2ncn(C)c2n(C)c1=O the results were LOX IMVI 109, SK-MEL-28 118, MDA-MB-468 116, MDA-MB-231 114, T-47D 103, MCF7 107 and BT-549 109.
c1coc([C@@H]2C[C@@H]3Cc4ccc5ccccc5c4N2O3)c1 was read as LOX IMVI 103, HS 578T 110, SK-MEL-28 111, MDA-MB-468 90, MDA-MB-231 108, T-47D 104, MCF7 85 and BT-549 105.
Screening Cc1ccc(NC(=O)NC2CCCCC2)cc1 returned LOX IMVI 96, HS 578T 107, SK-MEL-28 104, MDA-MB-468 94, MDA-MB-231 115, T-47D 93, MCF7 94 and BT-549 115.
Screening O=C1[C@H]2Cc3c([nH]c4ccccc34)[C@@H](c3c(Cl)cccc3Cl)N2C(=O)CN1C1CCN(Cc2c(F)cccc2F)CC1 returned HS 578T 35, SK-MEL-28 77, MDA-MB-468 54, MDA-MB-231 65, T-47D 69, MCF7 49 and BT-549 105.
Screening CC(=O)N1CCN(c2cc3c(cc2F)c(=O)c(C(=O)NC2[C@H](O)OC(CO)[C@@H](O)[C@@H]2O)cn3C2CC2)CC1 (stereo partly drawn) returned LOX IMVI 97, HS 578T 107, SK-MEL-28 108, MDA-MB-468 108, MDA-MB-231 110, T-47D 96, MCF7 94 and BT-549 103.
For O=S1(=O)N=C(Cl)c2ccccc21 the results were LOX IMVI 99, HS 578T 122, SK-MEL-28 105, MDA-MB-468 94, MDA-MB-231 107, T-47D 106, MCF7 95 and BT-549 115.
`COc1ccc(C(Nc2nc(C)cs2)c2cn(C)c3ccccc23)cc1` (stereo not drawn) gave LOX IMVI 84, HS 578T 78, SK-MEL-28 86, MDA-MB-468 53, MDA-MB-231 92, T-47D 50, MCF7 70 and BT-549 69.
Screening CCN1C(=O)N(CC)C2Nn3c(s/c(=C\c4ccc(C(F)(F)F)cc4)c3=O)=NC21 (stereo not drawn) returned LOX IMVI 101, HS 578T 101, SK-MEL-28 101, MDA-MB-468 96, MDA-MB-231 105, T-47D 107, MCF7 91 and BT-549 99.
